HePTP inhibitor: inhibitors of human HePTP phosphatase, primary screen, biochemical, absorbance, leukemia target; recombinant HePTP phosphatase activity, OD absorbance; 0.64% of 110,000 active; Tyrosine-protein phosphatase non-receptor type 7 (Homo sapiens), P35236; AID 521, 2006; inhibition, % at 20 µM; in the data active = inhibition above about 50%;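 also: plate controls were vehicle for no effect and reference inhibitor for full effect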
Target sequence (P35236 whole entry, looked up): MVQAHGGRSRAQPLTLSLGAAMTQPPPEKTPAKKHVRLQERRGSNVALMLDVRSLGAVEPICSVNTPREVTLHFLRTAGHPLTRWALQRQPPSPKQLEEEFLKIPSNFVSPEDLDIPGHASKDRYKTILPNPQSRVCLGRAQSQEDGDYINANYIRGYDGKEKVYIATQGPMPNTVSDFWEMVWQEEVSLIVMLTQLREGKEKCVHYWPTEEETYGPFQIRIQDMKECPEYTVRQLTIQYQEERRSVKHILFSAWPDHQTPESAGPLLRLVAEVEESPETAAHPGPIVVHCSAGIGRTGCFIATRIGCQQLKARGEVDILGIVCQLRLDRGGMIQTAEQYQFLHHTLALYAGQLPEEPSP
BAP1 block: inhibitors of BAP1 deubiquitinase, primary screen, biochemical, Ub-AMC fluorescence, kinetic | Ubiquitin carboxyl-terminal hydrolase BAP1 (Homo sapiens), Q92560 | recombinant BAP1, Ub-AMC hydrolysis fluorescence kinetic; hits give low values | activity remaining (% of control), % at 20 µM | 0.48% of 72,000 active;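 active = activity remaining at or below 50% of control, provided the compound also passes the data quality filters; inactive = the rest, including low values that fail the filters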;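 also: 100% = DMSO wells rate and 0% = substrate alone blank rate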
Target sequence (Q92560 whole entry, looked up): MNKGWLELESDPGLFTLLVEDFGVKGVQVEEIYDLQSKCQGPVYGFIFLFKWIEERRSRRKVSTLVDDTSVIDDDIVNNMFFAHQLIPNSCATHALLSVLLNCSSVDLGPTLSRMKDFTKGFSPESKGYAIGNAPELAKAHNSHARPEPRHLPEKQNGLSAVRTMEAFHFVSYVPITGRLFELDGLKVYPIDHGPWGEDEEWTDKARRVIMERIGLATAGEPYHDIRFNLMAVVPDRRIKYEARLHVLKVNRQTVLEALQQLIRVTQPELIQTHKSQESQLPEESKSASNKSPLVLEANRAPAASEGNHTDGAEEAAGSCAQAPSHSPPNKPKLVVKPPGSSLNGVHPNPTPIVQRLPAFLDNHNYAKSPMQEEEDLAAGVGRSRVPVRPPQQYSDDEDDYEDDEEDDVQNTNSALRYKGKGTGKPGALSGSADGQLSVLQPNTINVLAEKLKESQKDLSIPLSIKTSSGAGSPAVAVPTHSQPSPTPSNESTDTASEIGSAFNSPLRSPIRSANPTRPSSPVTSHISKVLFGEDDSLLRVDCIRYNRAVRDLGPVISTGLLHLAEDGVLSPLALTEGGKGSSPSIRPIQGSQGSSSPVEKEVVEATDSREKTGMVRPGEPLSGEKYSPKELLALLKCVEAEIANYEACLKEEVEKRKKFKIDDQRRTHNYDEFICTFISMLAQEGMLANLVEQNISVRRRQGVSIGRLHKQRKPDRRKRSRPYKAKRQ
* = called active by the depositor; x = no result given.

SMILES	HePTP inhibitor	BAP1 block
Cc1ccc(CNC(=O)C(=O)Nc2ccc(C)cc2)cc1	-3.6	x
Cc1ccc(NCC(=O)N/N=C\c2cc(Br)cc(Br)c2OC(=O)c2cccc(F)c2)cc1	-11.7	x
COc1ccc2nc(SCC(=O)O)nc(C)c2c1	3.0	110.9
CC(C)CNC(=O)C(=O)Nc1cccc(Br)c1	5.2	x
Cc1cc(C)n(-c2ccc(C(=O)OCC(=O)c3c(N)n(C)c(=O)n(C)c3=O)cc2)n1	4.6	126.7
COCC(C)NCc1ccc(C)cc1C (configuration not stated)	11.7	93.0
c1ccc(C2=Nn3c(nnc3-c3ccccn3)SC2)cc1	2.9	60.2
O=C(NCCc1ccccc1)c1nn2c(c1Cl)NC(c1cccs1)CC2C(F)(F)F (configuration not stated)	x	69.2
COC(=O)C1C(=O)c2c([nH]c(C(=O)OCC3CCCO3)c2C)CC1C (configuration not stated)	-1.1	96.0
COCCNC(=O)C(c1ccc(C)o1)N(C(=O)c1snc(C(N)=O)c1N)c1cc(C)cc(C)c1 (configuration not stated)	-9.9	x
CCOC(=O)CC(=O)CSc1nc2ccccc2c(=O)n1-c1ccc(C(=O)N2CCOCC2)cc1	1.5	85.2
CCc1ccccc1NC(=O)C(=O)NCC(C)O (configuration not stated)	9.0	x
O=S(=O)(NCC1CCCO1)c1cccc(S(=O)(=O)N2CCCC2)c1 (configuration not stated)	1.4	118.4
COc1ccc(S(=O)(=O)N2CCN(C3CCCC(C)C3)CC2)cc1 (configuration not stated)	-6.2	x
COC(=O)Cc1c(C)c2ccc(OCC(=O)NCc3ccc4c(c3)OCO4)cc2oc1=O	6.8	154.3
Cc1cccc(NC(=O)/C(C#N)=C\c2ccc(I)o2)c1C	-15.5	x
COc1ccccc1C(=O)Nc1ccc(Br)cc1F	-6.8	x
COc1cc(C2N(c3ccc(F)cc3)C(=O)C3CCCN32)cc(OC)c1OC (configuration not stated)	4.4	104.4
CCc1c(C)nc2ncnn2c1NCCc1ccc(OC)c(OC)c1	12.6	95.2
O=C(COC(=O)CCC1CCCC1)Nc1ccc(Cl)cn1	-4.2	90.3
CCN1CCCC1CNC(=O)COc1cc(=O)n(C)c2ccccc12 (configuration not stated)	7.9	116.5
C=C1CCc2c([nH]c3ccc(OCC(C)C)cc23)C1=O	-10.2	x
COc1ccc2nc(N3CCCCC3)c(C#N)cc2c1	2.6	75.3
Cc1csc(SCC(=O)Nc2ccc(S(=O)(=O)N3CCCC3)cc2)n1	4.2	97.3
CCN(CC)c1ccc(C2CC(=O)Nc3cc(OC)c(OC)cc32)cc1 (configuration not stated)	7.4	103.3
Later entries:
SMILES	HePTP inhibitor	BAP1 block
Cc1c(Cl)c(=O)oc2cc(OCC(=O)c3ccc(Cl)cc3)ccc12	0.4	x
O=c1nc(-c2ccccc2Cl)c2cc(Br)ccc2[nH]1	5.0	x
Cc1c(/C(O)=C2\C(=O)C(=O)N(CCCN(C)C)C2c2ccncc2)cnn1-c1ccccc1 (configuration not stated)	-2.1	88.9
Fc1ccccc1/C=N/n1cnnc1	4.7	117.9
CC(=O)Nc1ccc(NS(=O)(=O)c2ccc(F)cc2)cc1	0.0	x
Cc1cc(C)cc(CSCC(=O)Nc2c(C)cccc2C)c1	-9.0	x
CCCc1sc(N2CCN(C(=O)c3ccccc3)CC2)nc1-c1ccccc1	x	139.3
C=CCn1sc(N)c(C(=O)OCC)c1=S	3.2	100.0
CCOc1ccccc1C1Nc2ccccc2NC2=C1C(=O)CC(c1ccc(OC)cc1)C2 (configuration not stated)	5.0	x
O=C(N[C@@H](Cc1ccccc1)C(=O)CCl)OCc1ccccc1	x	88.8
CC/C(=N\N=C(/CC)c1ccccc1N)c1ccccc1N	6.7	x
CC(C)(C)C1=Nn2c(nnc2-c2ccccc2F)SC1	4.3	99.6
O=C1/C(=C\c2cccc(Br)c2)SC(=S)N1CC(=O)N1c2ccccc2Sc2ccccc21	-6.7	x
CCOC(=O)c1cnc2nc(C)[nH]n2c1=O	5.1	103.4
CCOC(=O)c1ccc(NC(=O)N2CCc3ccccc32)cc1	1.2	142.9
CCn1nnnc1SCC(=O)NCc1cccs1	8.6	123.9
COC(=O)c1c(NC(=O)COc2ccc(C(C)C)cc2)sc2c1CCCC2	x	51.8
COC(=O)C1C(=O)N(C)C(c2ccccc2)C1C(=O)OC (configuration not stated)	3.9	x
COc1ccc(N(CC(=O)N2CCN(Cc3ccc4c(c3)OCO4)CC2)S(C)(=O)=O)cc1OC	11.5	105.5
O=C1NCC2=C1C(c1ccccc1)Nc1ccccc1N2 (configuration not stated)	2.4	90.4
Cc1cc(Cl)ccc1OC(=O)CCN1C(=O)c2ccccc2C1=O	7.7	61.1
COCCn1nnnc1C(c1ccc(OC)cc1)N1CCC(C)CC1 (configuration not stated)	15.6	90.9
O=C(NN1C(=O)C2C3C=CC(C4CC34)C2C1=O)c1cccc(Cl)c1 (configuration not stated)	-8.7	x
CCOC(=O)c1nnn(-c2nonc2N)c1CN1CCCCCC1	4.7	105.3
Cc1sc(NC(=O)CSc2nnc(COc3ccc(Cl)cc3)n2C)c(C#N)c1C	-3.3	64.2

Compounds shown so far with a thiophene ring, fused or not:
SMILES	HePTP inhibitor	BAP1 block
O=C(NCCc1ccccc1)c1nn2c(c1Cl)NC(c1cccs1)CC2C(F)(F)F (configuration not stated)	x	69.2
CCn1nnnc1SCC(=O)NCc1cccs1	8.6	123.9
COC(=O)c1c(NC(=O)COc2ccc(C(C)C)cc2)sc2c1CCCC2	x	51.8
Cc1sc(NC(=O)CSc2nnc(COc3ccc(Cl)cc3)n2C)c(C#N)c1C	-3.3	64.2

Next section
SMILES	HePTP inhibitor	BAP1 block
O=C(Nc1ccc(O)c(C(=O)O)c1)c1ccc2c(c1)C(=O)N(CC1CCCO1)C2=O (configuration not stated)	8.9	120.7
CCOC(=O)c1c(-n2cccc2)sc2c1CCCC2=O	x	65.3
Cc1ccc(-n2ncc3c(=O)n(CC#N)cnc32)cc1C	-9.1	96.7
COC(=O)c1ccccc1NC(=O)Cn1c(=O)oc2ccc(Cl)cc21	2.9	126.4
CCC(=O)c1ccc(N2CCN(C(=O)c3cccs3)CC2)c(F)c1	4.9	x
COc1cccc(N2C(=O)C(=O)/C(=C(\O)c3ccccc3)C2c2ccc(C)cc2)c1 (configuration not stated)	1.2	x
CCOc1ccccc1C1NC(=O)NC(C)=C1C(=O)OC1CCCC1C (configuration not stated)	3.3	89.8
COc1ccc(NC(=O)c2ccco2)cc1NC(=O)c1cc2ccccc2o1	10.3	103.4
CC(Oc1cccc(Cl)c1)C(=O)Nc1ccccc1C(=O)N1CCN(C)CC1 (configuration not stated)	-9.6	x
COc1ccccc1NC(=O)Oc1ccc(NC(=O)c2ccco2)cc1	9.5	99.6
O=C1N=c2ccccc2=C1c1sc(=S)n(C(Cc2ccccc2)C(=O)O)c1O (configuration not stated)	-0.6	x
Cc1cc(C)cc(NC(=O)C(=O)NCCc2ccccc2)c1	-8.3	x
Cc1cc(OCCOCCN(C)CCO)cc(C)c1Cl	1.4	99.2
CCN(CCCNC(=O)Cn1cc2c(n1)CCCC2)c1cccc(C)c1	12.2	94.6
c1ccc(-n2nc3c(ccc4cnnc43)[nH]2)cc1	8.6	187.0
Cc1cc(C)nc(Nc2nc(C)c3cc4c(cc3n2)OCO4)n1	-2.1	239.9
O=C(O)C1=C(C(=O)N2CCN(C(=O)c3ccco3)CC2)CCCC1	-9.6	82.2
COc1cc2ccccc2cc1C(=O)NCCCNc1ccc([N+](=O)[O-])cc1	45.2	x
NC(=O)NC(CC(=O)OCC(=O)NC(=O)NCc1ccco1)c1ccc(Cl)cc1 (configuration not stated)	9.1	117.1
Cc1cc(C(=O)CN2C(=O)NC(C)(c3cccc(Br)c3)C2=O)c(C)n1Cc1ccco1 (configuration not stated)	2.9	x
CCOc1[nH]c(/N=C/c2ccco2)c(C#N)c1C#N	1.1	84.2
COc1ccc2cc(CN(C(=O)Nc3ccccc3)C3CCCC3)c(=O)[nH]c2c1	9.3	72.2
S=C(Nc1ccccn1)c1ccccn1	5.2	100.0
O=C(NCc1cccc(Cl)c1)c1cccnc1	6.9	68.4
CCOc1cc(/C=N/n2cnnc2)cc(Cl)c1O	7.0	x

Copied from above, 6 compounds:
SMILES	HePTP inhibitor	BAP1 block
Cc1cc(C(=O)CN2C(=O)NC(C)(c3cccc(Br)c3)C2=O)c(C)n1Cc1ccco1 (configuration not stated)	2.9	x
CCOc1[nH]c(/N=C/c2ccco2)c(C#N)c1C#N	1.1	84.2
COc1ccc2cc(CN(C(=O)Nc3ccccc3)C3CCCC3)c(=O)[nH]c2c1	9.3	72.2
S=C(Nc1ccccn1)c1ccccn1	5.2	100.0
O=C(NCc1cccc(Cl)c1)c1cccnc1	6.9	68.4
CCOc1cc(/C=N/n2cnnc2)cc(Cl)c1O	7.0	x

Remaining list, next part
SMILES	HePTP inhibitor	BAP1 block
O=C(Oc1ccc(/C=N/O)cc1)c1ccc(Br)cc1	7.2	x
O=S(=O)(Nc1ccc(-c2cn3ccsc3n2)cc1)c1ccc2c(c1)OCCO2	4.1	x
O=[N+]([O-])c1ccc(N2CCOCC2)cc1[N+](=O)[O-]	-11.1	x
CCC(=O)Nc1cccc(NC(=O)CN2CCN(c3ccccc3OC)CC2)c1	-4.6	103.8
COc1ccc(CCN2C(=O)c3[nH]nc(-c4ccccc4O)c3C2c2ccccc2)cc1OC (configuration not stated)	1.4	79.1
COc1ccc(N=C2SC(C(=O)N3CCN(c4ccccn4)CC3)CC(=O)N2C)cc1 (configuration not stated)	-5.2	x
CNS(=O)(=O)c1cccc(C(=O)OCC(=O)c2cc(C)n(-c3ccc4c(c3)OCO4)c2C)c1	-3.6	66.9
C=CCn1c(=O)[nH]c2cc(C(=O)N3CCN(c4cccc(Cl)c4)CC3)ccc2c1=O	1.5	x
COc1ccc(C(=O)N2CCN(CCCc3ccccc3)CC2)cc1OC	2.9	x
O=C(NCc1cccnc1)C(C(=O)c1ccc(F)cc1)n1ccccc1=O (configuration not stated)	-6.7	92.5
Cc1ccc([N+](=O)[O-])cc1-c1ccc(/C=C2/C(=O)NN(c3ccc(F)cc3)C2=O)o1	3.1	x
CC(Oc1ccc(Cl)cc1Cl)c1nc(-c2ccc(NC(=O)c3cccnc3)cc2)no1 (configuration not stated)	9.0	68.5
Cc1ccc2cc(CNC(C)C)c(=O)[nH]c2c1	-3.3	92.0
CN1CCCC(C(=O)C(C#N)c2ccccc2)C1 (configuration not stated)	1.3	99.1
Cc1ccc2[nH]c(=O)c(CN(CCO)Cc3nnnn3CCc3ccccc3)cc2c1	3.6	95.9
CCOc1ccccc1NC(=O)CN(c1ccc(OC)cc1OC)S(C)(=O)=O	2.9	x
CCOC(=O)c1cnn2c(C(F)(F)F)c3c(nc12)-c1ccccc1CC3	-4.6	69.2
CN(c1ccccc1)c1nc(N2CCCC2)nc(-n2ccnc2)n1	-5.8	86.7
CC1SC(c2ccccc2)N(Cc2ccccc2)C1=O (configuration not stated)	1.8	x
c1ccc(CNC2=NCCC2)nc1	-4.4	105.2
CCCCCCOC(=O)C1=C(C)NC(=O)NC1c1ccc(F)cc1 (configuration not stated)	-2.8	x
Cn1c(Cn2c(=O)sc3ccccc32)nnc1SCC(=O)NC1CCCCC1	3.3	99.0
COc1cccc(/C=C(\C#N)c2nc(-c3cccs3)cs2)c1	-2.6	x
CCOc1cc2[nH]c(=S)n(CC3CCCO3)c(=O)c2cc1OCC (configuration not stated)	-2.9	84.7
Cn1nnc2cc(C(=O)N3CCN(c4ccccc4)CC3)ccc21	-4.1	132.0

3 entries out of the list above, ordered by the value under HePTP inhibitor, low to high.
SMILES	HePTP inhibitor	BAP1 block
CN1CCCC(C(=O)C(C#N)c2ccccc2)C1 (configuration not stated)	1.3	99.1
Cc1ccc2[nH]c(=O)c(CN(CCO)Cc3nnnn3CCc3ccccc3)cc2c1	3.6	95.9
CCN1CCCC1CNC(=O)COc1cc(=O)n(C)c2ccccc12 (configuration not stated)	7.9	116.5

The results go on:
SMILES	HePTP inhibitor	BAP1 block
Cc1c(-c2nc(-c3ccccn3)no2)cccc1[N+](=O)[O-]	-0.4	x
CCOc1cc(OCC)cc(C(=O)Nc2cccc(NC(=O)c3ccccc3C)c2)c1	-2.8	x
Cc1sc2nc(SCC(=O)N3CCN(CCO)CC3)n(-c3ccccc3)c(=O)c2c1C	7.3	87.5
COC(=O)c1ccc(-n2ncnc2-c2ccc(OCc3ccccc3)c(OC)c2)cc1	-2.5	x
COc1cc(Br)c(C2NCCc3cc(OC)c(OC)cc32)cc1OC (configuration not stated)	3.1	x
COC(=O)c1sc(Nc2ccccc2)nc1C	1.3	85.1
COc1ccc(N2CC(C(=O)NC3CC(C)(C)NC(C)(C)C3)CC2=O)cc1 (configuration not stated)	-0.5	96.3
CCOc1ccc(C(=O)Nc2cc(OC)ccc2OC)cc1	2.3	91.4
CC(C(=O)N1c2ccccc2Sc2ccccc21)n1nnc(-c2cccs2)n1 (configuration not stated)	6.8	134.3
O=C(O)c1ccccc1SC1CC(=O)N(c2ccccc2F)C1=O (configuration not stated)	-6.4	x
C/C(=N/N=C(c1ccccc1)c1ccccc1)c1cccs1	13.7	x
CC(=O)c1ccc(NC2CC(O)C(O)CO2)cc1 (configuration not stated)	12.2	98.6
CC(=O)Nc1ccc(S(=O)(=O)N2CCN(c3ccc(C)c(Cl)c3)CC2)cc1	-1.7	91.1
O=C(O)/C=C/C(=O)Nc1ccc(F)c(F)c1	6.8	x
CN(CCO)c1ncnc2nc[nH]c12	5.7	93.6
CC1=C(C(=O)OCc2ccccc2)C(c2ccc(C(F)(F)F)cc2)C2=C(CCCC2=O)N1 (configuration not stated)	-13.0	x

Screening data (PubChem)
